Bioassay records as filed in PubChem.
UDG counterscr: Primary qHTS assay for inhibitors of Activation Induced Cytidine Deaminase (AID): UDG Counterscreen signal; Potency, µM (top dose mostly 115 µM), inactives show at the top dose activity change, negative = inhibition, hits mostly inhibitors; FRET deamination/UDG coupled assay, UDG read, 4 h; hit rate 0.14% among 91,000; Uracil-DNA glycosylase; also: nearly all actives have a fitted effect of over 65% in size
AID inh: Primary qHTS assay for inhibitors of Activation Induced Cytidine Deaminase (AID): AID signal | Single-stranded DNA cytosine deaminase (Homo sapiens), Q9GZX7 | AID deamination FRET fluorescence, UDG-coupled, 4 h | Potency, µM (highest dose often 115 µM), for inactives: at the top dose activity change, negative = inhibition, actives largely listed as inhibitors | hit rate 0.32% among 91,000; also: nearly all actives have a fitted effect of over 25% in size
Target sequence (Q9GZX7 whole entry, looked up): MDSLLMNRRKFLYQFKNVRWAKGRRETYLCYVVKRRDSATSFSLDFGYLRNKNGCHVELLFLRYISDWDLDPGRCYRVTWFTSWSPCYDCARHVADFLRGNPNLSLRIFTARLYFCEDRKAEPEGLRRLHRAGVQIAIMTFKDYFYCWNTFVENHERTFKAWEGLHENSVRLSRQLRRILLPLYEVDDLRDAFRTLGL
An asterisk follows results filed as active; ? = inconclusive; & = joins results of further samples; [ ] = remark or other dose. Calls follow the shape of the dose curve; as a rule, active = well fitted curve in the direction sought with a large enough effect; inconclusive = small, poorly fitted or top-dose-only effect, or another doubt; inactive = no such curve, though single readings can be large; an effect the other way counts as inactive or inconclusive. % is scaled to controls: 0 for no effect and ±100 for the full control effect; potency is read from the fitted curve at half-maximal effect. Only part of the results is shown. The share of hits here may be higher or lower than overall.

Each structure is followed by: UDG counterscr	AID inh
CN(C)c1ccc(/C=C/c2nc(-c3ccccc3O)n(-c3ccccc3)n2)cc1
→ ?	1%
CCCN(CCC)CCCNC(=O)Cn1cc2c(n1)-c1c(oc(C(=O)N3CCCC3)c1C)CC2
→ ?	32%[activator]
CCOC(=O)C1CCCN(C(=O)CSC(C)(C)C)C1 (configuration not stated)
→ -1%	-2%
N#Cc1cccc(Oc2ccc(Cl)c(Oc3cccc(C#N)c3C#N)c2)c1C#N
→ -11%	-6%
COC(=O)C[N+]1(CC=C(C)C)CCCCC1
→ 1%	0%
COc1ccc2c(C)c(CC(=O)NCc3ccc(C)cc3)c(=O)oc2c1OC
→ ?	5%
COc1ccc(NC(=O)C2CCCN(S(=O)(=O)c3ccc4[nH]c(=O)ccc4c3)C2)cc1OC (configuration not stated)
→ -2%	1%
CCCNC(=O)C1CCC(Cn2c(=O)c3sccc3n(CC(=O)N3CCC(C)CC3)c2=O)CC1 (configuration not stated)
→ -12%	?
NS(=O)(=O)c1ccc(N/N=C/c2ccccc2I)c([N+](=O)[O-])c1
→ -9%	-3%
O=C(NCCc1cccc(O)c1)Nc1ccc(F)cc1F
→ 0%	-4%
Cc1ccc(Cn2c(CN3CCOCC3)nc3c2c(=O)[nH]c(=O)n3C)cc1
→ -3%	-4%
O=C1C(O)=C(c2ccccc2)C(c2ccccc2)N1Cc1ccccn1 (configuration not stated)
→ -9%	-5%
Cc1ccc(S(=O)(=O)N(CC(=O)Nc2cccnc2)c2cc(Cl)ccc2C)cc1
→ ?	-8%
Cc1ccc(NC(=O)CCC(=O)N2CCSc3ccccc32)cc1Cl
→ 0%	-2%
CCCCOc1ccc(C(=O)Nc2cccc(-c3nc4ccccc4o3)c2C)cc1
→ 5%	49%[activator]
COc1cccc(-c2noc(-c3ccc(Br)cc3)n2)c1
→ -5%	-5%
COCc1ccccc1CNC(=O)c1ccc(C)s1
→ 0%	4%
COc1ccc(NC(=O)c2cn(-c3ccccc3)nc2-c2ccc(C)cc2)cc1
→ -2%	9%
COc1ccc(-c2coc3cc(OC(=O)C(C)(C)C)ccc3c2=O)cc1
→ 6%	-1%
N#CC(C(=O)c1cccs1)C(=O)C1CCCCC1 (configuration not stated)
→ 4%	18%
CCOc1ccc(C(=O)NC2CC(=O)N(c3ccc(C)cc3)C2)cc1OCC (configuration not stated)
→ 0%	20%
CCCCN1CCN(C(=O)c2cc(-c3ccncc3)nc3c(C)cccc23)CC1
→ -6%	-6%
COc1cccc2c1Oc1ncccc1N(C(=O)CCC(=O)NCc1ccc(N(C)C)cc1)C2
→ 10%	19%
CCOC(=O)c1c(NC(=O)Cc2coc3cc(C)ccc23)sc2c1CCCC2
→ -21%	18%
N#Cc1ccc(OCC(=O)c2ccc3c(c2)OCCO3)cc1
→ 2%	-10%
CC(C)Cc1nc2oc3c(N(C)CCO)ncnc3c2c2c1CCC2
→ -1%	-8%
Cc1occc1-c1nnc(SC(C(=O)Nc2cccc(C(F)(F)F)c2)c2ccccc2)n1C (configuration not stated)
→ -1%	-3%
Cc1ccccc1OC(=O)c1snnc1C
→ 9%	4%
COC(=O)c1cc(NC(=O)Cn2ncc3c2-c2ccccc2OC3)cc(C(=O)OC)c1
→ -17%	-7%
COc1ccc(C(=O)NCCn2cc(SCc3c(F)cccc3Cl)c3ccccc32)cc1
→ -4%	-22%
CCCNC(=O)CCC(=O)N1Cc2ccccc2Oc2ncccc21
→ 7%	-1%
COc1ccc(CCNC(=O)c2ccc(Cn3c(=O)c4ccccc4n(Cc4ccc(C)cc4)c3=O)cc2)cc1OC
→ 2%	9%
COc1cc(CNC2CCCC2)ccc1OCc1ccccc1
→ -12%	-13%
O=C(CCN1CCC(c2ccccc2)C1)c1ccco1 (configuration not stated)
→ -3%	-9%
COc1cc(C(=O)NCC2CCCO2)cc(Cl)c1OCC(C)C (configuration not stated)
→ -5%	-15%
COc1cccc(C(=O)c2cn(CC(=O)Nc3cccc(Cl)c3C)c3nc(C)ccc3c2=O)c1
→ 22%	18%
O=C(c1ccccc1)n1nc(-c2ccco2)nc1NCc1ccccc1Cl
→ -9%	10%
Cc1nc2ccc(NS(=O)(=O)c3ccc(C)c(C)c3)cc2s1
→ ?	-1%
CCOc1cccc(C2Oc3nc(SC)nnc3-c3ccccc3N2C(C)=O)c1OC (configuration not stated)
→ -2%[57.5 µM]	-1%[57.5 µM]
COc1cc(OC)c(NC(=O)c2ccc3c(c2)N(Cc2ccc(C)cc2)CCS3)cc1Cl
→ 6%	-5%
CN(C(=O)CSc1cn(CC(=O)N2CCCCCC2)c2ccccc12)c1ccccc1
→ 5%[57.5 µM]	15%
Cc1ccc2c(c1)-c1cc(C)nn1C(c1ccsc1)N2 (configuration not stated)
→ -28%	-18%
COCCS(=O)(=O)c1ccc(C(=O)O)cc1
→ 6%	-2%
O=C(Cn1ccc2ccccc21)Nc1ccc2c(c1)OCO2
→ -4%	-6%
Cc1ccc(-c2nc(S(=O)(=O)c3ccc(C)cc3)c(N3CCCCC3)o2)cc1
→ ?	-23%
Cc1ccc(S(=O)(=O)NCC2CCC(C(=O)N(C)Cc3ccccc3)CC2)cc1 (configuration not stated)
→ 3%	-5%
COc1ccc(CC(=O)NC(CCSC)c2nc3ccccc3[nH]2)cc1 (configuration not stated)
→ -1%	5%
Oc1ccc(Cl)cc1C=NCc1ccc(F)cc1
→ 1%	-13%
Cc1ccccc1CNC(=O)c1ccc(CN2C(=O)CCn3nccc32)cc1
→ ?	-8%
Cc1cc(C)c(C(N)=O)c(NCc2ccc(Cl)cc2)n1
→ -2%	1%
CCN(C(=O)CSc1nc2ccccc2[nH]1)c1ccccc1
→ 4%	-5%
CCC(=O)N1CCc2cc(S(=O)(=O)NC(C(=O)NCCc3ccccc3)C(C)C)ccc21 (configuration not stated)
→ -11%	2%
COc1cc2ccccc2cc1C(=O)Nc1cccc(-c2nc3cc(C)ccc3o2)c1C
→ 2%	31%[activator]
CCCNC(=O)COC(=O)c1cc(Cl)c(OC)c(OC)c1
→ 7%	5%
Cc1cc(Br)ccc1NC(=O)Cn1cnc2c1c(=O)n(C)c(=O)n2C
→ 11%	18%
CCn1c(SCC(=O)c2ccc(Cl)cc2Cl)nnc1-c1cnccn1
→ -7%	-8%
Cc1c(OCC(=O)Nc2ccc(F)c(Cl)c2)c(=O)ccn1C
→ 6%	2%
CCOC(=O)c1c(C)c(-c2ccccc2)n(CC(=O)NCCc2cccc(C)c2)c1C
→ -4%	7%
O=C(COc1ccccc1)NC1CC(=O)N(c2ccc3c(c2)OCCO3)C1 (configuration not stated)
→ -2%	-3%
CC(C)c1ccc(C2CC(=O)N3CN(C4CCCCC4)CSC3=C2C#N)cc1 (configuration not stated)
→ -8%	-11%

More compounds
Each structure is followed by: UDG counterscr	AID inh
COc1cccc2[nH]c(C(=O)NCC3CCCO3)cc12 (configuration not stated)
→ -7%	-7%
Cc1c(Cl)cccc1NC(=O)Cn1c(=O)n(Cc2ccco2)c(=O)c2oc3ccccc3c21
→ 7%	8%
Cn1c(=O)cc(SCC(=O)N2CCN(c3ccccc3F)CC2)c2ccc(Cl)cc21
→ 22%	?
CCCOc1ccc(C[N+](C)(C)C)cc1C[N+](C)(C)C
→ -7%	14%
O=C(c1ccc(C(F)(F)F)cc1)N1CCC(c2noc(-c3ccc(S(=O)(=O)N4CCCC4)cc3)n2)CC1
→ -13%	-29%
CC(C)C(=O)Nc1cccc(NC(=O)Nc2ccc(Cl)cc2)c1
→ 0%	-5%
O=C(NCc1cccs1)C1CCN(C(=O)N2CCOc3ccccc32)CC1
→ -15%	14%
Cc1cccc(N2CCN(C(=O)CCCn3ncn4c(cc5occc54)c3=O)CC2)c1C
→ 7%	-3%
Cc1cccc(NC(=O)CC(C)(C)CC(=O)O)c1C
→ -7%	-5%
COc1ccccc1NC(=O)CCN1CCC(C(N)=O)CC1
→ 0%	3%
COc1ccc(C2=C(O)C(=O)N(c3ccc(OC)cc3)C2c2cccc(Br)c2)cc1 (configuration not stated)
→ -1%	-6%
CSc1ccc(C2CC(C)=NN2c2nc(-c3ccccc3)cs2)cc1 (configuration not stated)
→ -13%	-13%
CCCNC(=O)COC(=O)c1ccc2ccccc2n1
→ -6%	-1%
Cc1c(C)n2c3c(=O)[nH]c(=O)n(C)c3nc2n1CCN1CCN(Cc2ccc(F)cc2)CC1
→ 4%	-1%
O=C(Nc1ccc(-c2ccccc2)cc1)c1ccccc1Cl
→ 3%	4%
Cc1cccc(C)c1OCCCN1CCC(C)CC1
→ 0%	-4%
CC(Sc1nncn1-c1cccc(Cl)c1)c1nc2ccccc2c(=O)[nH]1 (configuration not stated)
→ -6%	0%
NC1=NC(c2ccccc2)C=C(c2ccccc2)O1 (configuration not stated)
→ 2%	-11%
COCCNc1nc2c(c(=O)n(C)c(=O)n2C)n1CCc1ccccc1
→ 0%	0%
O=C(CN1C(=O)COc2ccc(S(=O)(=O)N3CCOCC3)cc21)N1CCN(c2cccc(C(F)(F)F)c2)CC1
→ 7%	-10%
COc1ccc(-c2nc3nc(C)cc(Nc4ccccc4C)n3n2)cc1
→ -4%	0%
CC1CCC(N2CC(=O)N(C3CCCCC3)C(c3ccc(Cl)cc3)C2=O)CC1 (configuration not stated)
→ 3%[57.5 µM]	2%
CCCCOc1ccc(/C=C2\CCc3cc(OC)ccc3C2=O)cc1OCC
→ -6%	10%
CC(C)CC(=O)Nc1c(C(=O)N2CCN(c3ccccc3)CC2)oc2ccccc12
→ 2%	-7%
O=C(CCSCCc1ccccn1)Nc1cccc(Cl)c1
→ -9%	-4%
CCOc1ccc(CNC(=O)c2c(C)nn(-c3ccc(F)cc3)c2-n2cccc2)cc1
→ -11%	?
O=C(OCc1cccc(F)c1)c1ccc(C2Nc3ccccc3S(=O)(=O)N2)cc1 (configuration not stated)
→ 0%	-11%
O=C(COc1ccc(F)cc1)NCC(c1ccc(Cl)cc1)N1CCCCC1 (configuration not stated)
→ -6%	-4%
O=C(c1sc2cccc(F)c2c1Cl)N1CCCCC1
→ -2%	0%
CCOC(=O)C1=C(C)OC(n2cccc2)=C(C#N)C1c1cc(OC)c(OC)c(OC)c1 (configuration not stated)
→ 46%[activator]	-13%

Among those listed so far, these contain two or more sulfur atoms:
Each structure is followed by: UDG counterscr	AID inh
Cc1nc2ccc(NS(=O)(=O)c3ccc(C)c(C)c3)cc2s1
→ ?	-1%
CSc1ccc(C2CC(C)=NN2c2nc(-c3ccccc3)cs2)cc1 (configuration not stated)
→ -13%	-13%

Additional entries:
Each structure is followed by: UDG counterscr	AID inh
N#Cc1ccc(NCc2ccccc2Cl)cc1
→ -3%	-18%
CN1C(=O)COc2ccc(NC(=O)C(=O)NC3CCCC3)cc21
→ -5%	4%
COc1cc(OC)cc(C(=O)N(C)CCCNC(=O)c2nc3ccccc3c(=O)[nH]2)c1
→ -5%	-7%
CCCCNS(=O)(=O)c1cc(-c2nn(C)c(=O)c3ccccc23)ccc1C
→ 0%	-11%
CCN(C(=O)c1sc2nc3n(c(=O)c2c1C)CCCCC3)c1ccccc1F
→ 15%	-16%
Cc1ccc(NC(=O)Cn2cc(S(=O)(=O)c3ccccc3)c(=O)c3cc4c(cc32)OCO4)cc1
→ -1%	30%[activator]
COCCCNC(=O)CSc1ccc(C)cc1C
→ 8%	6%
COc1ccc(-c2nc(CSCC(=O)NCCC(C)C)c(C)o2)cc1OC
→ 8%	1%
Cc1oc2ccc(O)c(CN3CCN(C)CC3)c2c1C(=O)Nc1cccc(C(F)(F)F)c1
→ 14%	13%
CCCCNC(=O)CSc1c2c(nc3ccc(Cl)cc13)CCCC2
→ 9%&9%	-6%&-4%
Cc1sc2ncnc(N3CCN(c4ccccc4)CC3)c2c1-c1ccc(F)cc1
→ -7%	?
O=C(CSc1nc2ccc(Cl)cc2[nH]1)NC1CCCC1
→ -12%	-1%
CCNc1ccc(C)cc1C
→ 1%	0%
Cc1ccc(NC(=O)Cn2cnc3c(oc4ccccc43)c2=O)cc1Cl
→ 6%	-3%
CCCNC(=O)Nc1ccccc1CC(N)=O
→ -2%	-2%
CCOC(=O)c1c(C)oc2ccc(N(C(=O)c3ccncc3)S(=O)(=O)c3ccc(CC)cc3)cc12
→ -11%	?
Cc1ccc(Cl)cc1NC(=O)COC(=O)c1ccc2ccccc2n1
→ 5%	7%
CSc1ncc(C(=O)NCc2ccccc2Cl)c(C(F)(F)F)n1
→ -12%[57.5 µM]	-16%
NC(=O)c1ccc(S(=O)(=O)N2CCN(C(=O)c3cc4c(s3)CCCCC4)CC2)cc1
→ -3%	0%
COc1ccc(OC)c(C(C)NC(=O)CC(C)(C)C)c1 (configuration not stated)
→ -3%	-4%

Seven entries from above, ordered by SMILES length, rising.
Each structure is followed by: UDG counterscr	AID inh
COCCCNC(=O)CSc1ccc(C)cc1C
→ 8%	6%
COc1ccc(OC)c(C(C)NC(=O)CC(C)(C)C)c1 (configuration not stated)
→ -3%	-4%
CN1C(=O)COc2ccc(NC(=O)C(=O)NC3CCCC3)cc21
→ -5%	4%
Cc1ccc(NC(=O)Cn2cnc3c(oc4ccccc43)c2=O)cc1Cl
→ 6%	-3%
CCN(C(=O)c1sc2nc3n(c(=O)c2c1C)CCCCC3)c1ccccc1F
→ 15%	-16%
CCCCNS(=O)(=O)c1cc(-c2nn(C)c(=O)c3ccccc23)ccc1C
→ 0%	-11%
COc1cc(OC)cc(C(=O)N(C)CCCNC(=O)c2nc3ccccc3c(=O)[nH]2)c1
→ -5%	-7%
